BRCA1 expr up: BRCA1 expression activation; MCF7-BRCA1-FFLuc reporter, luminescence, 48 h; response scale: scaled: vehicle 0%, 10 µM genistein 100%; Potency, µM (highest dose often 46.1 µM), for the others: at the highest dose activation, most hits filed as activators; 380,000 tested, 1.1% active; AID 624202; also: potency is read from the fitted curve at half-maximal effect; nearly all actives have a fitted effect of over 80% in size; some results filed as inactive show a strong effect at the top dose
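MCF7-BRCA1-FFLuc, 2000 cells/well; 2 h attach, 37 °C/5% CO2; compound 48 h; luciferase substrate 15 min; luminescence end-point. Norm. to genistein 10 microM max activation and DMSO; concentration-response curves fitted.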
Rab9 prom act: Rab9 promoter activation; Potency, µM (top dose mostly 9.22 µM), for inactives: top-dose activation, negative = inhibition, actives largely listed as activators; 320,000 tested, 2.8% active; AID 485297; Huh7 Rab9 promoter-luciferase reporter, luminescence, 24 h; also: potency is read from the fitted curve at half-maximal effect; % of control where 0% means no effect; nearly all actives have a fitted effect of over 60% in size
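Steps: seed 1500 Huh7 Rab9-luc cells per well, rest 2 h at 37 °C; add compound in DMSO; incubate 24 h; add luciferase reagent, 10 min ambient; read luminescence.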
VP16 counter: counter-screen for ROR gamma inhibitors: Gal4-VP16 reporter; Drosophila S2 Gal4-VP16 UAS-luciferase, luminescence, 20 h; 310,000 tested, 3.5% active; Potency, µM (highest dose often 53.6 µM), inactives show top-dose activity, negative = inhibition, most hits filed as inhibitors;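 also: Gal4-VP16 expression switched on by copper sulfate through the metallothionein promoter; potency is read from the fitted curve at half-maximal effect; % is scaled to controls: 0 for no effect and ±100 for the full control effect; nearly all actives have a fitted effect of over 50% in size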
TRPV1 ag: agonists of human vanilloid receptor 1 (TRPV1); activation, % at 8.33 µM; Q8NER1; 320,000 tested, 0.19% active; TRPV1-expressing cells, Fluo-8 calcium influx, agonist mode; AID 540275; in the data active = activation above about 80%; inconclusive = between about 30% and that limit; also: 0% is about no effect
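Cells expressing TRPV1 were dye-loaded with Fluo-8 and read kinetically: 10 s baseline, 3 min after compound (agonist portion), then 2 min after EC20 capsaicin (allosteric enhancer portion). Calcium-bound dye fluorescence at 480/520 nm.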
p53 reactivation: mutant p53 re-activation in reporter cells | Potency, µM (doses to about 92.2 µM), without a hit: top-dose activity change, positive = activation, hits mostly activators | H1299 p53-A138V BP100-luciferase reporter, luminescence, 24 h | AID 504706 | 320,000 tested, 0.063% active; also: potency is read from the fitted curve at half-maximal effect; % of control where 0% means no effect; nearly all actives have a fitted effect of over 45% in size
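p53-null H1299 cells stably carrying temperature-sensitive p53-A138V and a BP100-luciferase reporter were pinned with compounds (4-point, 1:5 series) and held 24 hrs at 37 deg C. Luminescence was read 10 min after detection reagent.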
ELG1 genotoxic: induces genotoxicity in HEK293T cells with luciferase-tagged ELG1 | Potency, µM (doses to about 46 µM), for the others: at the highest dose activity change, positive = activation, most hits filed as activators | 330,000 tested, 1.3% active | HEK293T ELG1-luciferase reporter, luminescence, 16 h | AID 504466; also: potency is read from the fitted curve at half-maximal effect; % of control where 0% means no effect; nearly all actives have a fitted effect of over 60% in size
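Reporter readout depends on ELG1 protein level, which increases with genetic stress. After 16 hr compound exposure at 37 °C, luciferase activity was quantified using ONE-Glo.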
RORgamma inh: inhibitors of mouse ROR gamma transcriptional activity; Drosophila S2 Gal4-RORgamma UAS-luciferase reporter, 20 h; Potency, µM (highest dose often 53.6 µM), for the others: at the top dose activity change, negative = inhibition, hits mostly inhibitors; 310,000 tested, 5.4% active; also: potency is read from the fitted curve at half-maximal effect; % is scaled to controls: 0 for no effect and ±100 for the full control effect; nearly all actives have a fitted effect of over 60% in size
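Read-out: Photinus luciferase luminescence; inhibitors lower reporter signal. Insect Schneider cells with Gal4-ROR gamma fusion under metallothionein promoter, UAS reporter; 700 uM final copper sulfate induction, 20 hr, ambient temperature.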
Tb PFK inh: T. brucei PFK enzyme inhibition; Potency, µM (titrated, usually from 57.5 µM), for the others: top-dose activity, negative = inhibition, hits mostly inhibitors; O15648; 330,000 tested, 0.17% active; T. brucei PFK, ADP-Glo luminescence;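 also: potency is read from the fitted curve at half-maximal effect; 0% = uninhibited 1x PFK enzyme wells and -100% = no-enzyme wells; nearly all actives have a fitted effect of over 60% in size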
Target sequence (O15648 whole entry, looked up): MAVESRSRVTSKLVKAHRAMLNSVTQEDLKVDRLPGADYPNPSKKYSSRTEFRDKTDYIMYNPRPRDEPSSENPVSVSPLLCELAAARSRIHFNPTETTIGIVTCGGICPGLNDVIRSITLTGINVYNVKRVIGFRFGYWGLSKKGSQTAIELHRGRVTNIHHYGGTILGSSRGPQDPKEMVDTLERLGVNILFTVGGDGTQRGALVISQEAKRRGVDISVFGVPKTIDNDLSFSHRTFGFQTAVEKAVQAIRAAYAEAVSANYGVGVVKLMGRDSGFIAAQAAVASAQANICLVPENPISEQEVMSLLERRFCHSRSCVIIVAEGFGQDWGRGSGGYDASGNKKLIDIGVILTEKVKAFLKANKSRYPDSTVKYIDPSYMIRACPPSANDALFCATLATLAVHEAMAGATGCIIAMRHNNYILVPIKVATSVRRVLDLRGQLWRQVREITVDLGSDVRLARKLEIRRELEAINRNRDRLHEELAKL
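1.25 nM PFK with 0.5 mM F6P and 0.1 mM ATP in 0.1 M TEA pH 8.0, 5 mM MgCl2, incubated 45 min at room temperature; ADP measured by ADP-Glo luminescence; compounds titrated up to 57 uM.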
FLuc counter: counter-screen for miR-21 project: firefly luciferase inhibitors or activators. P08659. purified FLuc, Km substrates, luminescence inhibition. 360,000 tested, 6.9% active. Potency, µM (series often up to 57.5 µM), for the others: at the top dose activity change, negative = inhibition, most hits filed as inhibitors. AID 588342;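 also: potency is read from the fitted curve at half-maximal effect; plate controls were vehicle for no effect and reference inhibitor for full effect; nearly all actives have a fitted effect of over 55% in size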
Target sequence (P08659 whole entry, looked up): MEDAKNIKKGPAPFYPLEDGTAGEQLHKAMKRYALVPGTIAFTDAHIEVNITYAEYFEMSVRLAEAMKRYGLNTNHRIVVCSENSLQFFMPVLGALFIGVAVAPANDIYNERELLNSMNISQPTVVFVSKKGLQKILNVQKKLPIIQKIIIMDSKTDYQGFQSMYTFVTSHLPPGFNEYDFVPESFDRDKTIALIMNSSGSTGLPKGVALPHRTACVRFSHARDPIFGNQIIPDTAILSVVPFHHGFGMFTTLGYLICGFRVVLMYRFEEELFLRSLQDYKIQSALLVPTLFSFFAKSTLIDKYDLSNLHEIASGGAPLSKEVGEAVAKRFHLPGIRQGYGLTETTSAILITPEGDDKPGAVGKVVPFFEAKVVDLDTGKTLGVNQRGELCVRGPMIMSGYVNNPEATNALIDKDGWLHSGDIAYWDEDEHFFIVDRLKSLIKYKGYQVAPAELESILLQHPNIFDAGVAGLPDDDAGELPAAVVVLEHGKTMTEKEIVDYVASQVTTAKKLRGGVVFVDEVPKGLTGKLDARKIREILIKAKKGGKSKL
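Biochemical qHTS of compounds, final roughly 60 µM downward over six points, against 10 nM purified firefly luciferase using Km concentrations of substrates (10 uM D-luciferin, 10 uM ATP) in Tris acetate pH 7.5 buffer; luminescence output.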
ELG1 DNA repair: blocks ELG1-dependent DNA repair in HEK293T cells; Potency, µM (top dose mostly 46.1 µM), inactives show at the highest dose activity change, negative = inhibition, usual class: inhibitors; HEK293T ELG1-luciferase reporter, luminescence, 16 h; DNA damage induced by 5-fluorouridine; AID 504467; 330,000 tested, 2.3% active; also: potency is read from the fitted curve at half-maximal effect; % is scaled to controls: 0 for no effect and ±100 for the full control effect; nearly all actives have a fitted effect of over 55% in size
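Overnight (16 hr) co-exposure of 2,000 cells/well to 5-fluorouridine and compound at 37 °C preceded detection. Luciferase was quantified via ONE-Glo luminescence; loss of signal denotes inhibition.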
NPC1 promoter act: activators of NPC1 promoter. Huh7 NPC1 promoter luciferase reporter, 24 h. Potency, µM (doses to about 9.22 µM), for inactives: top-dose activation, hits mostly activators. 320,000 tested, 2.4% active. AID 485313;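 also: potency is read from the fitted curve at half-maximal effect; % of control where 0% means no effect; nearly all actives have a fitted effect of over 60% in size; reporter is driven by a mutant NPC1 promoter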
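Readout is luciferase luminescence, reflecting NPC1 promoter activation in stably transfected Huh7 cells after 24 h compound exposure at 37 °C in reduced-serum medium with 10% FBS.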
The depositor's hits bear a star; ? = inconclusive; / = not tested or not shown; & = joins results of further samples; [ ] = another dose, or the depositor's remark. Unless noted, calls follow the shape of the dose curve; as a rule, active = well fitted curve in the direction sought with a large enough effect; inconclusive = small, poorly fitted or top-dose-only effect, or another doubt; inactive = no such curve, though single readings can be large; an effect the other way counts as inactive or inconclusive. Compounds were not picked by outcome; about 15% have a hit in one of these screens.

SMILES | BRCA1 expr up | Rab9 prom act | VP16 counter | TRPV1 ag | p53 reactivation | ELG1 genotoxic | RORgamma inh | Tb PFK inh | FLuc counter | ELG1 DNA repair | NPC1 promoter act
CCCn1c(=O)c2ccccc2n2c(SCCOc3ccccc3F)nnc12 | -7% | 1% | / | 4 | -10% | -1% | 30%[0.365 µM] | -8% | 4% | -18% | 3%
Cc1ccc(S(=O)(=O)N2CCN(C(=O)CSc3nc4ccccc4c(=O)[nH]3)CC2)cc1 | 7% | -3% | -5% | -1 | -9% | -8% | -11% | 1% | 0% | 12% | 5%
C=CCN1C(=O)c2ccc(C(=O)N3CCN(S(=O)(=O)c4cc(C)ccc4C)CC3)cc2C1=O | 19% | -2% | / | 2 | 10% | -4% | / | 3% | 1% | 0% | -1%
Nn1c(-c2ccccc2)nc2cc(Cl)ccc2c1=O | -52% | -2% | -5% | 0 | / | 2% | 9% | 2% | 5% | -9% | 1%
CCOC(=O)C1=C(COC(=O)COc2ccccc2C(C)C)NC(=O)NC1C (stereo not given) | -1% | -7% | / | 17 | -2% | 0% | / | 1% | -4% | 4% | -4%
CC(C)C(=O)n1nc(-c2cccnc2)nc1NCc1ccc(F)cc1 | -28% | -11% | 2% | 6 | 0% | 1% | -5% | -1% | -7% | 7% | 1%
Cc1ccc(S(=O)(=O)NCc2ccccc2C)cc1 | -2% | -1% | 2% | 4 | 12% | 2% | 1% | -6% | -7% | -9% | -1%
CCC1(c2ccccc2)NC(=O)N(CC(=O)Nc2cc(S(=O)(=O)N3CCCCC3)ccc2OC(C)C)C1=O (stereo not given) | -42% | 0% | / | 1 | -1% | 3% | / | -1% | 0% | -16% | -5%
COc1cccc(/C=C/C(=O)NNC(=O)c2ccccc2)c1OC | 56% | / | / | / | ? | ? | / | 2% | / | ? | /
CC(=O)C1=C(C)Nc2ncnn2C1c1ccc(F)cc1 (stereo not given) | 1% | -6% | 4% | 0 | 0% | 2% | ? | 0% | 1% | 5% | 0%
Cc1ccc(C2C3=C(CCCC3=O)Nc3nc(SCC(=O)NCc4ccco4)[nH]c(=O)c32)cc1 (stereo not given) | -14% | -2% | 0% | -2 | 1% | 8% | 13% | 3% | 0% | 17% | -4%
CCOC(=O)c1c(NC(=O)c2cccnc2Cl)sc(C(=O)N(C)C)c1C | -79% | 1% | -2% | 2 | -16% | 8% | 40% | -1% | 1% | -6% | -8%
CC(C(=O)NCc1ccccc1Cl)N1C(=O)c2ccccc2C1=O (stereo not given) | -2% | -1% | 7% | 3 | 0% | 0% | 0% | 1% | -1% | -2% | -3%
CNS(=O)(=O)c1ccc(C(C)(C)C)cc1 | -1% | -8% | 15% | 0 | 4% | -1% | 17% | 1% | -3% | -8% | -4%
Cc1ccc2nc(COC(=O)CNC(=O)c3ccccc3)cn2c1 | -1% | 0% | / | -2 | 5% | -1% | / | 14% | 2% | 6% | -1%
CCCn1nc(C(=O)Nc2cccc(C(=O)OC)c2)c2ccccc2c1=O | -5% | 3% | -9% | 15 | -5% | -22% | 3% | 3% | -8% | 23µM* | 1%
Cn1c(CCc2nc3ccccc3[nH]2)nnc1SCC#N | 0% | 8% | ? | 18 | -2% | -9% | 14µM* | 1% | -1% | 21µM* | -10%
CC(C)CC1NC(=O)N(CC(=O)Nc2cc([N+](=O)[O-])ccc2F)C1=O (stereo not given) | 1% | / | / | / | 7% | -2% | / | 1% | / | 10% | /
Cc1cccc(-n2nnc(C(=O)N3CCc4ccccc4C3)c2N)c1 | 32% | 25% | -1% | / | 7% | 2% | 34% | 1% | 15µM* | ? | 23%
C/C(CCN1CCCCc2nc(C)c(C)cc21)=N\O[C@H](C)c1cn([C@H](CO)Cc2ccccc2)nn1 | / | -7% | -14% | 5 | -5% | -2% | 13% | 2% | 4% | -11% | 0%
O=C(Nc1ccccc1)c1cc([N+](=O)[O-])ccc1N1CCCCC1 | -26% | / | / | / | -5% | -5% | / | 1% | / | ? | /
CC(C)(C)[C@@H]1COC(=O)[C@H](Cc2ccc(F)cc2)C/C=C\C[C@@H](CC(=O)NCCO)C(=O)N1 | -8% | / | / | / | 4% | 1% | / | 7% | / | ? | /
Cc1ccnc(NC(=O)CN2C(=O)NC(C)(c3ccc4ccccc4c3)C2=O)c1 (stereo not given) | -32% | -3% | / | 23 | -7% | ? | / | 15% | ? | 0% | -2%
CCN(c1ccccc1)S(=O)(=O)c1ccc(OC)c(NC(=O)C2CCC2)c1 | -66%[inhibitor] | / | / | / | -9% | 0% | / | 11% | / | -4% | /
CCn1c(SCC(=O)NC2CCCCC2)nnc1-c1cccs1 | 3% | -3% | -3% | 4 | -2% | -3% | -3% | 4% | 3% | 3% | -2%
Cc1nc2oc3c(NCC4CCCO4)ncnc3c2c2c1COC(C)(C)C2 (stereo not given) | 3%[1.84 µM] | -7% | -4% | 4 | 2% | -4% | 10% | 4% | -2% | ? | -1%
CN(CC(=O)Nc1ccc(F)c(F)c1F)C(=O)CCc1nc2sc3c(c2c(=O)[nH]1)CCCC3 | -17% | -2% | / | -1 | 4% | 2% | / | ? | 2% | -4% | -4%
CCS(=O)(=O)c1nc(S(=O)(=O)c2ccc(C)cc2)c(N2CC(C)OC(C)C2)s1 (stereo not given) | -6% | 0% | -1% | -1 | -6% | -7% | 0% | -3% | 1% | 9% | 0%
Cn1c(Cn2cnc3ccccc32)nnc1SCc1ccccc1 | -28% | 2% | -8% | 4 | 4% | -5% | ? | 1% | 3% | ? | -2%
CCc1ccc(C(C(=O)NC2CCCC2)N(C(=O)/C=C/C(=O)Nc2cc(C)on2)c2ccccc2C)cc1 (stereo not given) | -73% | -4% | -27% | ? | -7% | -13% | 8%[10 µM] | 0% | -2% | ? | 1%
COc1ccc(NCC(=O)Nc2ccc(Cl)cc2C)c(OC)c1 | -36% | -4% | -9% | 2 | -9% | -3% | 2% | -18% | -1% | -19% | 2%
O=C(Nc1ccc2c(c1)OCCO2)C1CCN(S(=O)(=O)c2cccs2)CC1 | 0% | -4% | 5% | 1 | 3% | 11% | -11% | 0% | -16% | 6% | 2%
CCN(CC)CCCC(C)NC(=O)c1cccc(S(=O)(=O)N2CCc3ccccc32)c1 (stereo not given) | -2% | 3% | 3% | 0 | 0% | -5% | -2% | -5% | -1% | 10% | -3%
CCN(CC(=O)Nc1c(F)cccc1F)C(=O)c1ccc(S(=O)(=O)NCc2ccco2)cc1 | -16% | 2% | / | -4 | 3% | -8% | / | 0% | 10% | ? | -4%
COc1ccc(NC(=O)C2CCCN2C(=O)Nc2ccc(OC)cc2)cc1 (stereo not given) | -11% | -6% | 8% | 0 | -1% | 3% | 7% | 9% | -1% | 16% | -1%
Cc1cc(C)c(OCC(=O)N(C)CC(=O)Nc2ccc(N3CCOCC3)cc2)c(C)c1 | -27% | 2% | -3% | 1 | -5% | -4% | 8% | 4% | 5% | 5% | 3%
COc1ccc2nc(NC(=O)CSc3nnc(-c4ccoc4C)n3C)sc2c1 | 5.6µM* | 3.5µM* | -10% | -6 | ? | 19% | 6% | -3% | 2.7µM* | ? | 2.8µM*
COCCCN1C(=O)C(=O)/C(=C(/O)c2ccc(S(=O)(=O)N3CCOCC3)cc2)C1c1ccc(Cl)cc1 (stereo not given) | -10% | -2% | -5% | 1 | -2% | 2% | 2% | -8% | 1% | 14% | -3%
COc1cccc(C(=O)c2c(C)c(CCC#N)n3ccccc23)c1 | 3% | -7% | 10% | 3 | 1% | 2% | -23% | -3% | -1% | 6% | -1%
CCC(C)NC(=O)N[C@@H](CCSC)C(=O)OC (stereo not given in full) | 0% | -4% | -3% | -2 | -5% | 2% | 0% | -2% | 1% | -7% | -1%
C=CCC[C@@H](Cc1ccc(F)cc1)C(=O)OC[C@@H](Cc1ccccc1)NC(=O)[C@H](CC=C)CC(=O)NCCO | -29% | / | / | / | 3% | -4% | / | 0% | / | -29% | /
O=C(CCn1cccc1)NCCc1ccc(Cl)cc1 | -6% | 12% | 8% | 13 | 1% | 0% | 27% | -1% | 0% | 10% | 0%
CCn1c(=O)n(CC)c2cc(N3CCCC3)c(NC(=O)c3c(F)cccc3F)cc21 | -51% | -6% | -2% | 9 | -9% | -6% | 4% | -1% | -1% | ? | 1%
Cc1cc(=O)n2nc(N3CCC(C(=O)NCc4ccc(F)cc4)CC3)sc2n1 | -3%&5% | 2% | -5% | 0 | -1% | -1% | -11% | -3% | 0%&0% | 5% | -1%

Screens from PubChem BioAssay.
